Rpn11 inh = Rpn11 (PSMD14) deubiquitinase inhibitors, primary screen, biochemical, fluorescence polarization, uHTS; 26S proteasome non-ATPase regulatory subunit 14 (Homo sapiens), O00487; human 26S proteasome, Ub4-pepOG fluorescence polarization; 20S core pre-blocked with epoxomicin; calls only at 20 µM; hit rate 0.59% among 360,000;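 active = inhibition at 20 µM, scaled to each plate's controls, above about 33%, limit read from the data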
CSN deneddyl inh = inhibitors of CSN-mediated cullin deneddylation, primary screen, biochemical, fluorescence polarization, uHTS | COP9 signalosome complex subunit 5 (Homo sapiens), Q92905 | Purified CSN, SCF-Nedd8-OG deneddylation | inhibition, % at 12.5 µM | hit rate 0.38% among 360,000 | AID 651999, 2013;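 active = pattern-corrected inhibition above about 35%, with an unprinted fluorescence ratio check between 0.5 and 1.5, limit read from the data, passing the limit was not always enough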;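 note: 0% = enzyme with substrate and 100% = substrate without enzyme; some results filed as inactive read as strong as hits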
Target sequence (Q92905 whole entry, looked up, one chain of several): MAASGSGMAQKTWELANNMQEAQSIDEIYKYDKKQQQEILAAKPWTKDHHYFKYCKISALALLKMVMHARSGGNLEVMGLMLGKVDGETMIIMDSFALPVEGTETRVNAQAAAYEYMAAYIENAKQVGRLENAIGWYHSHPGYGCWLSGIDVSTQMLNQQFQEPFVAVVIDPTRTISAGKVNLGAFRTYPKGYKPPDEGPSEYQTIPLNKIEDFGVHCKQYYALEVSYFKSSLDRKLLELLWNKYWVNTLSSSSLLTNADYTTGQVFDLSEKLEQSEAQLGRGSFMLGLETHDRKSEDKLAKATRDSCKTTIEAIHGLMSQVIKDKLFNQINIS
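Test system: Human Csn5 produced in HEK293T cells | Compound: 12.5 µM single point | Times: 90 min, room temperature | Signal: Fluorescence polarization readout | Read-out basis: % inhibition of substrate cleavage by Csn5 | Controls: no-enzyme wells high, enzyme-with-substrate wells low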
Neddylation inh = inhibitors of cullin neddylation, primary screen, biochemical, TR-FRET, uHTS, NAE and Ubc12 | NEDD8-conjugating enzyme Ubc12 (Homo sapiens) + NEDD8-activating enzyme E1 regulatory … | calls only at 25 µM | hit rate 0.58% among 360,000 | AID 651699, 2012; in the data active = inhibition above about 36%
Target sequence (P61081 whole entry, looked up): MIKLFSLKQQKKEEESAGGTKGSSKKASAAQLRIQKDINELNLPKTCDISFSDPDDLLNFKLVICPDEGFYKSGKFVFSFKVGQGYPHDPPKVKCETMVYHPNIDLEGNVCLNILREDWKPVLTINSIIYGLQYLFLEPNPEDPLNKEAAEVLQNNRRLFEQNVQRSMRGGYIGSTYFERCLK
Target sequence (Q13564 whole entry, looked up): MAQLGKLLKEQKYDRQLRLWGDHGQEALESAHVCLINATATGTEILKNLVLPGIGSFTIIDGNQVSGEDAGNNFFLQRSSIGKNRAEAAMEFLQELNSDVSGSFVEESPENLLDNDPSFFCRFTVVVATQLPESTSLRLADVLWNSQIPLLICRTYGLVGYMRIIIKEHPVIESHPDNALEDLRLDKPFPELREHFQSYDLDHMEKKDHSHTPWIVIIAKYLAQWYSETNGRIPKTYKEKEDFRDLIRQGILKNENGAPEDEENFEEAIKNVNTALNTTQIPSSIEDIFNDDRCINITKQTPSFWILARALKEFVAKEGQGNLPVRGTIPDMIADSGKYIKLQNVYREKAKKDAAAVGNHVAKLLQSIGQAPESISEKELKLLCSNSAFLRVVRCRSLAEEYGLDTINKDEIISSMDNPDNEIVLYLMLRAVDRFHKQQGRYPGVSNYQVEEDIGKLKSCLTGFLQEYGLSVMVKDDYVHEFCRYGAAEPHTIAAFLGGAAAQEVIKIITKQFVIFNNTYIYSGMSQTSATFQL
MLLE-PAM2 inh = inhibitors of PABP1 MLLE–PAM2 peptide binding, primary screen, biochemical, fluorescence polarization, FITC-PAM2, GST-MLLE; Polyadenylate-binding protein 1 (Homo sapiens), P11940; inhibition, % at 20 µM; hit rate 0.36% among 360,000; in the data active = inhibition above about 35%, passing the limit was not always enough;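 note: plate controls were DMSO wells with GST-MLLE for no effect and wells lacking GST-MLLE protein for full effect; some results filed as inactive read as strong as hits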
MT1-MMP act inh = blockers of MT1-MMP proenzyme processing, primary screen, HT1080 RFP-PRO-GFP cells, GFP/RFP fluorescence | Matrix metalloproteinase-14 (Homo sapiens), P50281 | GFP/RFP ratio fluorescence, overnight; percent of plate control window, DMSO zero | GFP/RFP ratio change, % at 20 µM | hit rate 0.061% among 360,000 | AID 651647, 2012;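 active = GFP/RFP ratio change of at least 30% with cell ATP level not reduced by more than half and red fluorescence within 50% of control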; note: strong numbers were not always called active
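Compound: 20 µM single dose, 1% DMSO / System: HT1080 RFP-PRO-GFP cells / Controls: DMSO and RFP-L50D-GFP cell wells / Read-out basis: GFP/RFP fluorescence ratio / Schedule: overnight compound exposure at 37 °C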
FAS TE block = FAS thioesterase domain inhibitors, primary screen, biochemical, fluorescence intensity, uHTS; recombinant FAS-TE, OMFH fluorogenic substrate, fluorescence endpoint; hit rate 0.67% among 360,000; inhibition, % at 15 µM; Fatty acid synthase (Homo sapiens), P49327;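 active = compounds whose normalised, plate-corrected inhibition of enzyme fluorescence in the single-dose primary screen is 50% or more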;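 note: 0% = DMSO with enzyme and 100% = substrate without enzyme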
NadD inh = inhibitors of S. aureus NadD, primary screen, biochemical, colorimetric, uHTS. Nicotinate-nucleotide adenylyltransferase NadD (Staphylococcus aureus N315). inhibition, % at 20 µM. purified NadD enzyme, colorimetric absorbance read-out. AID 602399, 2012. hit rate 0.78% among 360,000; in the data active = inhibition above about 26%; note: some compounds past the cut are filed as inactive
Rin1-Abl PPI inh = inhibitors of Rin1-Abl protein binding, primary screen, biochemical, TR-FRET; Tyrosine-protein kinase ABL1 (Homo sapiens) + Ras and Rab interactor 1 (Homo sapiens), …; inhibition, % at 7.35 µM; hit rate 0.4% among 360,000; in the data active = inhibition above about 5%, passing the limit was not always enough
SKN-1 block = suppressors of acrylamide-induced Pgst-4::GFP reporter in worms, primary screen, SKN-1 inhibitor project, whole organism, uHTS, GFP/RFP fluorescence ratio, strain VP596. C. elegans VP596 Pgst-4::GFP/RFP ratio, 24 h. inhibition, % at 21.8 µM. hit rate 0.49% among 360,000;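 active = interference check ratio from 0.5 to 1.5 plus GFP to RFP signal ratio inhibition reaching or exceeding a fixed threshold, cut at about 30% in these data, passing the limit was not always enough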; note: some compounds called inactive have numbers as strong as hits
* marks the source's active call; other numbers are inactive results; i = inactive; + = active, no number.

SMILES	Rpn11 inh	CSN deneddyl inh	Neddylation inh	MLLE-PAM2 inh	MT1-MMP act inh	FAS TE block	NadD inh	Rin1-Abl PPI inh	SKN-1 block
COc1cnc(SC)nc1Nc1ccc(C#N)cc1	i	7	i	11	5	6	-4	-1	10
COc1ccc(CNC(=O)c2ccc(CS(=O)(=O)c3ccccc3C)o2)cc1	i	0	i	5	0	-8	-13	-2	17
COc1ccc(C2C(C#N)=C(N)N(c3sc4c(c3C#N)CCCC4)C3=C2C(=O)CC(C)(C)C3)cc1 (stereo not given)	i	30	i	-13	-52	8	15	2	12
COc1ccc(OCC(=O)OCC(=O)NCc2ccc(F)cc2)cc1	i	-11	i	-11	-1	-12	-6	-4	6
Cc1ccc(-c2csc(NC(=O)c3cccc([N+](=O)[O-])c3C(=O)O)n2)cc1	i	-3	i	2	0	2	6	3	9
CC1CN(C(=O)c2ccccc2OCc2ccc(Cl)cc2Cl)CC(C)O1 (stereo not given)	i	-1	i	-4	-3	10	0	1	12
CCCNC(=O)OCCC12CC3CC(CC(C3)C1)C2	i	1	i	-3	-3	14	-5	-5	3
COc1ccc(OC)c(S(=O)(=O)NCCC2=CCCCC2)c1	i	6	i	-11	3	5	-6	1	-4
Cc1nnc(NC(=O)c2nc(S(=O)(=O)Cc3ccccc3)ncc2Cl)s1	i	0	i	13	-2	1	-5	0	-9
CC(C)(Oc1ccc(Cl)cc1)C(=O)OCC(=O)N1CCN(c2ccccc2)CC1	i	-1	i	13	-1	18	-8	2	4
O=C(CCCSc1nc(-c2ccco2)cc(C(F)(F)F)n1)Nc1ccc2c(c1)OCO2	i	2	i	-2	-5	29	-3	1	12
Cn1c(CNC(=O)C(Cc2ccccc2)NC(=O)c2cccc(F)c2)cc(=O)n(C)c1=O (stereo not given)	i	3	i	-25	1	-1	-1	-1	5
COC(=O)C1C2C=CC3(CN(CCc4ccccc4)C(=O)C13)O2 (stereo not given)	i	5	i	8	0	-4	-6	1	-10
Cc1ccc(S(=O)(=O)N2CC3CCCC2C3)cc1 (stereo not given)	i	6	i	15	1	2	-3	-1	-11
CCOc1ccc(OCC)c(NC(=O)CN2CCN(C(=O)c3ccco3)CC2)c1	i	0	i	3	-2	0	3	3	-2
CSc1ncccc1C(=O)NCCc1ccc(S(N)(=O)=O)cc1	i	6	i	-5	-2	-2	-3	3	1
Cc1c(C(=O)Nc2c(N)nc(SCC(=O)NCC3CCCO3)[nH]c2=O)cccc1[N+](=O)[O-] (stereo not given)	i	2	i	17	3	-1	-2	0	7
COc1ccccc1NS(=O)(=O)c1cc(C(=O)NCC2CCCO2)ccc1C (stereo not given)	i	0	i	-2	2	-3	1	0	7
O=C(NCc1cccc(Cl)c1)c1cccc(S(=O)(=O)N2CCCC2)c1	i	0	i	4	-1	6	-5	0	-2
CC(=O)c1ccc(NC(=O)C2C3C=CC(C3=C(c3ccccc3)c3ccccc3)C2C(=O)O)cc1 (stereo not given)	i	5	i	-25	0	3	23	2	3
CC1(C)CC(=O)C(C2C3=C(CC(C)(C)CC3=O)Oc3ccccc32)=C(O)C1 (stereo not given)	i	-1	i	7	5	-6	6	3	-3
N#C/C(=C1/CCCN1)c1ccccn1	i	1	i	6	4	-8	0	2	10
Cc1ccc(S(=O)(=O)N(Cc2ccccc2)C(C)C)cc1	i	-5	i	-20	-1	16	-6	0	12
CCN(CC)S(=O)(=O)c1ccc(C)c(NC(=O)COc2ccc3c(C)cc(=O)oc3c2)c1	i	0	i	-1	-10	-2	-4	-4	6
CCCC(=O)NC(=S)Nc1ccc(C(C)=O)cc1	i	2	i	18	2	-10	3	-2	5
COc1ccc(S(=O)(=O)N2CCN(C(=O)c3cc(-c4ccc(Br)cc4)n[nH]3)CC2)cc1OC	i	0	i	8	6	14	7	0	3
COc1ccc(-c2cc(C(=O)N(C)CCc3ccc(OC)c(OC)c3)c3ccccc3n2)cc1	i	0	+	-6	1	-1	-1	3	6
C=CC[C@H](CC(=O)N(CCO)Cc1ccccc1)C(=O)N[C@H](COC(=O)[C@H](CC=C)CC(=O)OC(C)(C)C)Cc1ccccc1	i	2	i	4	-18	11	-11	1	18
COc1ccc(NC(=O)c2cc(-c3cc(F)ccc3OC)n[nH]2)c(C)c1	i	-6	i	0	-1	7	0	-6	1
CCCCN(C(=O)c1ccc2c(c1)NC(=O)CS2)c1ccccc1	i	2	i	-9	-3	8	2	3	6

Results in MLLE-PAM2 inh, MT1-MMP act inh and Rpn11 inh, for some of the entries so far:
| SMILES | MLLE-PAM2 inh | MT1-MMP act inh | Rpn11 inh |
| --- | --- | --- | --- |
| CSc1ncccc1C(=O)NCCc1ccc(S(N)(=O)=O)cc1 | -5 | -2 | i |
| Cc1c(C(=O)Nc2c(N)nc(SCC(=O)NCC3CCCO3)[nH]c2=O)cccc1[N+](=O)[O-] (stereo not given) | 17 | 3 | i |

Sorted by molecular weight (rising): some entries from above.
SMILES	Rpn11 inh	CSN deneddyl inh	Neddylation inh	MLLE-PAM2 inh	MT1-MMP act inh	FAS TE block	NadD inh	Rin1-Abl PPI inh	SKN-1 block
Cc1ccc(S(=O)(=O)N(Cc2ccccc2)C(C)C)cc1	i	-5	i	-20	-1	16	-6	0	12
COC(=O)C1C2C=CC3(CN(CCc4ccccc4)C(=O)C13)O2 (stereo not given)	i	5	i	8	0	-4	-6	1	-10
CCCCN(C(=O)c1ccc2c(c1)NC(=O)CS2)c1ccccc1	i	2	i	-9	-3	8	2	3	6
CSc1ncccc1C(=O)NCCc1ccc(S(N)(=O)=O)cc1	i	6	i	-5	-2	-2	-3	3	1
COc1ccc(NC(=O)c2cc(-c3cc(F)ccc3OC)n[nH]2)c(C)c1	i	-6	i	0	-1	7	0	-6	1
CC1(C)CC(=O)C(C2C3=C(CC(C)(C)CC3=O)Oc3ccccc32)=C(O)C1 (stereo not given)	i	-1	i	7	5	-6	6	3	-3
O=C(NCc1cccc(Cl)c1)c1cccc(S(=O)(=O)N2CCCC2)c1	i	0	i	4	-1	6	-5	0	-2
CCOc1ccc(OCC)c(NC(=O)CN2CCN(C(=O)c3ccco3)CC2)c1	i	0	i	3	-2	0	3	3	-2
COc1ccccc1NS(=O)(=O)c1cc(C(=O)NCC2CCCO2)ccc1C (stereo not given)	i	0	i	-2	2	-3	1	0	7
Cn1c(CNC(=O)C(Cc2ccccc2)NC(=O)c2cccc(F)c2)cc(=O)n(C)c1=O (stereo not given)	i	3	i	-25	1	-1	-1	-1	5
COc1ccc(-c2cc(C(=O)N(C)CCc3ccc(OC)c(OC)c3)c3ccccc3n2)cc1	i	0	+	-6	1	-1	-1	3	6
CCN(CC)S(=O)(=O)c1ccc(C)c(NC(=O)COc2ccc3c(C)cc(=O)oc3c2)c1	i	0	i	-1	-10	-2	-4	-4	6
Cc1c(C(=O)Nc2c(N)nc(SCC(=O)NCC3CCCO3)[nH]c2=O)cccc1[N+](=O)[O-] (stereo not given)	i	2	i	17	3	-1	-2	0	7
CC(=O)c1ccc(NC(=O)C2C3C=CC(C3=C(c3ccccc3)c3ccccc3)C2C(=O)O)cc1 (stereo not given)	i	5	i	-25	0	3	23	2	3
COc1ccc(S(=O)(=O)N2CCN(C(=O)c3cc(-c4ccc(Br)cc4)n[nH]3)CC2)cc1OC	i	0	i	8	6	14	7	0	3
C=CC[C@H](CC(=O)N(CCO)Cc1ccccc1)C(=O)N[C@H](COC(=O)[C@H](CC=C)CC(=O)OC(C)(C)C)Cc1ccccc1	i	2	i	4	-18	11	-11	1	18

Next entries.
SMILES	Rpn11 inh	CSN deneddyl inh	Neddylation inh	MLLE-PAM2 inh	MT1-MMP act inh	FAS TE block	NadD inh	Rin1-Abl PPI inh	SKN-1 block
CCOC(=O)n1c(=O)oc2cc(S(=O)(=O)N3CCCCC3)ccc21	i	0	i	-9	0	-9	4	-1	-1
O=C(CCn1ccc([N+](=O)[O-])n1)Nc1nccs1	i	-4	i	-7	1	-5	2	6	6
O=C(/C=C/Nc1ccccc1)c1ccc(Oc2ncccn2)cc1	i	3	i	-8	-3	-1	3	0	-2
COc1cc(OC)c(NS(=O)(=O)c2c(C)[nH]c(=O)[nH]c2=O)cc1Cl	i	-2	i	6	2	0	-7	4	7
C[C@@H](NS(=O)(=O)c1cc(Cl)ccc1F)[C@H](O)c1ccccc1	i	9	i	13	0	-3	-5	-3	6
O=C(NCCc1ccccc1Cl)C1CCC(=O)N(C2CCCCCC2)C1 (stereo not given)	i	2	i	-1	4	-2	-4	-1	-4
O=C(Nc1ccc2c(c1)N(S(=O)(=O)c1cccs1)CCC2)c1c(F)cccc1Cl	i	3	i	11	1	28	0	5	-13
NC(=O)c1ccc(NC(=O)C2COc3ccccc3O2)cc1 (stereo not given)	i	-3	i	1	0	-6	-3	2	0
Cc1cc(C)n(CC(C)(O)c2ccccc2)n1 (stereo not given)	i	0	i	-3	0	-15	-5	0	13
CCN(CC)c1ccc(O)c(C=Nc2ccc(C)c(C)c2)c1	i	1	i	13	0	10	-3	-1	7
NC(=O)c1c(/N=C/c2cccnc2)sc2c1CCCC2	i	5	i	21	3	0	8	-2	9
NC(=O)CC(NC(=O)Cc1cccc2ccccc12)c1ccc(N2CCCCCC2)c([N+](=O)[O-])c1 (stereo not given)	i	2	i	2	0	-1	-4	1	7
O=C(O)C1C2CCC(O2)C1C(=O)Nc1ccc(Cl)cc1F (stereo not given)	i	-1	i	10	4	-7	-4	4	5
O=C(CN1C(=O)c2ccccc2S1(=O)=O)NC(Nc1ccccc1F)C(Cl)(Cl)Cl (stereo not given)	i	-7	i	7	-2	12	0	0	-6
CCc1ccccc1N(C(=O)c1ccco1)C(C(=O)NC1CCCC1)c1cccnc1 (stereo not given)	i	-3	i	13	0	-4	1	-2	0
COc1cc(C(=O)NCc2cccc3ccccc23)cc(Cl)c1OC	i	-4	i	-7	-7	27	-11	0	29
COc1ccc(Cl)cc1S(=O)(=O)Nc1ncn[nH]1	i	-2	i	17	1	-1	-1	0	1
CNc1nc(C)cc(C)c1S(=O)(=O)c1ccc(Cl)cc1	i	1	i	4	2	12	3	-1	-1
